ABCG2 block – ABCG2 efflux pump inhibitors, primary screen, multiplex with ABCB1, IgMXP3 cells, flow cytometry; inhibition, % at 6.6 µM; JC-1 efflux; hit rate 0.1% among 190,000; AID 1325, 2008; Broad substrate specificity ATP-binding cassette transporter ABCG2 (Homo sapiens), Q9UNQ0;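 active = inhibition above 80%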;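 also: 0% = DMSO and 100% = nicardipine control wells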
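material = IgMXP3 (ABCG2) plus far-red-tagged CCRF-Adr (ABCB1) cells | amount = 3 million cells/mL, equal mix of both lines | also added = JC-1 transporter substrate | dosing = one concentration, 6.6 µM final | schedule = 10 min at 25 °C | measured by = flow cytometric JC-1 green MFI at 530 nm | read-out basis = percent efflux inhibition, scaled nicardipine 100% to DMSO 0%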
Bim-Bfl-1 – inhibitors of Bim binding to Bfl-1, primary screen, biochemical, multiplexed, bead-based flow cytometry; Bcl-2-related protein A1 (Homo sapiens), Q16548; Bim-Bfl-1 binding inhibition; inhibition, % at 10 µM; hit rate 0.12% among 190,000; AID 1008, 2008;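 also: 0% = wells without compound plus tracer and 100% = blocker peptide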
Bim-Bcl-W – inhibitors of Bim binding to Bcl-W, primary screen, biochemical, multiplexed, bead-based flow cytometry; AID 952, 2007; Bcl-2-like protein 2 (Homo sapiens), Q92843; Bim peptide-Bcl-W binding; hit rate 0.02% among 190,000; inhibition, % at 10 µM;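 also: 0% = bound tracer without compound and 100% = peptide blocker; higher means less fluorescent Bim peptide bound to Bcl-W beads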
ABCB1 block – ABCB1 efflux pump inhibitors, primary screen, cell-based, multiplex, flow cytometry, ABCG2 counter-screen; ATP-dependent translocase ABCB1 (Homo sapiens), P08183; CCRF-Adr cells, JC-1 efflux; inhibition, % at 6.6 µM; hit rate 0.067% among 190,000; AID 1326, 2008; in the data active = inhibition above about 40%;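 also: 0% = vehicle and 100% = reference inhibitor; higher value means more JC-1 retained so stronger ABCB1 efflux block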
RGS8-Gao – RGS8-Galphao binding modulators, primary screen, biochemical, multiplexed bead flow cytometry; actives lie on both sides; Guanine nucleotide-binding protein G(o) subunit alpha (Homo sapiens), P09471; hit rate 0.34% among 220,000; response (percent of control binding), % at 10 µM; in the data active = response below about 60% or above about 140%; inactive = in between;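 also: Galphao activated as the GDP aluminium fluoride complex binding bead-coupled RGS8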
Target sequence (P09471 whole entry, looked up): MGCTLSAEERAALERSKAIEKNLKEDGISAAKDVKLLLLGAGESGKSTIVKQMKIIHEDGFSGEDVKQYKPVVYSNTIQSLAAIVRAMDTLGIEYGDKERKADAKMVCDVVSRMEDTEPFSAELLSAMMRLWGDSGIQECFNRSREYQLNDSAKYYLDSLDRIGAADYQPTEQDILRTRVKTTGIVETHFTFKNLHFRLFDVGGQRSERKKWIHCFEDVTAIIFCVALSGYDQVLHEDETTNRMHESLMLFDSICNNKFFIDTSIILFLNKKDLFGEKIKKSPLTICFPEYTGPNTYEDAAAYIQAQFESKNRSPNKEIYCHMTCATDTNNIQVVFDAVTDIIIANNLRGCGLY
Bcl-XL Bim block – inhibitors of Bim-Bcl-XL binding, primary screen, biochemical, multiplexed, bead flow cytometry, human Bcl-XL; Bcl-2-like protein 1 (Homo sapiens), Q07817; Bim peptide-Bcl-XL binding, fluorescence; inhibition, % at 10 µM; hit rate 0.04% among 190,000; AID 1007, 2008
Target sequence (Q07817 whole entry, looked up): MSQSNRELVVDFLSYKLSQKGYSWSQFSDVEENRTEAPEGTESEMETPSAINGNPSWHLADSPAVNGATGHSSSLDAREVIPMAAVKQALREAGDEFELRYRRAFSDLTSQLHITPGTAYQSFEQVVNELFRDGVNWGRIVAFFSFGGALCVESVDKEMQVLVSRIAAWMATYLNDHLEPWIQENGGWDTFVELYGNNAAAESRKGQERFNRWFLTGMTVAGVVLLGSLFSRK
RGS4-Gao reg – modulators of RGS4 binding to Galphao, primary screen, biochemical, multiplexed bead flow cytometry. Guanine nucleotide-binding protein G(o) subunit alpha (Homo sapiens), P09471. actives lie on both sides. binding response (% of control), % at 10 µM. hit rate 0.33% among 220,000; in the data active = binding response below about 49% or above about 150%; inactive = in between;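 also: fluorescent Galphao activated with aluminum fluoride binding bead-coupled RGS4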
RGS7-Gao reg – RGS7-Galphao binding modulators, primary screen, biochemical, multiplexed bead flow cytometry; AID 1439, 2008; Guanine nucleotide-binding protein G(o) subunit alpha (Homo sapiens), P09471; actives lie on both sides; hit rate 0.35% among 220,000; binding response (% of control), % at 10 µM; in the data active = binding response below about 49% or above about 150%; inconclusive = no clear call, values can overlap the other calls; inactive = in between;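 also: fluorescent Galphao held in activated GDP-AlF4 state binding bead-coupled RGS7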
Bim-Bcl-2 – inhibitors of Bim-Bcl-2 binding, primary screen, biochemical, multiplexed, human Bcl-2 family | Apoptosis regulator Bcl-2 (Homo sapiens), P10415 | Bead-based flow cytometry, Bim peptide-Bcl-2 binding | inhibition, % at 10 µM | hit rate 0.06% among 190,000; in the data active = inhibition above about 40%; inconclusive = no clear call, values can overlap the other calls;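 also: 0% = no compound wells with probe peptide and 100% = reference peptide inhibitor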
Target sequence (P10415 whole entry, looked up): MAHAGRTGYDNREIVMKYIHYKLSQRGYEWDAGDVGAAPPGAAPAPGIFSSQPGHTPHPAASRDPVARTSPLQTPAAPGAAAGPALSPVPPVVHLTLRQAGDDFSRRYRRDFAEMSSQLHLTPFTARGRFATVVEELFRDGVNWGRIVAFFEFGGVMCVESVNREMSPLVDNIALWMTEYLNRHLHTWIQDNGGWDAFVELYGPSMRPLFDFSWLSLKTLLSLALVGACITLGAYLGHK
GSH fluor – compound fluorescence on glutathione beads, profiling panel, artefact control, biophysical, 488/530 nm, flow cytometry; GSH beads flow cytometry, compound fluorescence 488/530 nm; hits give high values; fluorescence (KMESF) at 10 µM; hit rate 0.25% among 190,000; AID 1776, 2009; in the data active = fluorescence above about 89;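 also: glutathione beads carrying GST-tagged Bcl family fusion proteins plus one bare bead set; values are compound well signal with DMSO vehicle wells as background; inactives centre near 16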
Bcl-B Bim block – inhibitors of Bim-Bcl-B binding, primary screen, biochemical, multiplexed, human Bcl-2 family; Bcl-2-like protein 10 (Homo sapiens), Q9HD36; bead-based flow cytometry, Bim peptide-Bcl-B binding; inhibition, % at 10 µM; hit rate 0.073% among 190,000;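 also: 0% = tracer peptide without compound and 100% = reference inhibitor peptide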
Target sequence (Q9HD36 whole entry, looked up): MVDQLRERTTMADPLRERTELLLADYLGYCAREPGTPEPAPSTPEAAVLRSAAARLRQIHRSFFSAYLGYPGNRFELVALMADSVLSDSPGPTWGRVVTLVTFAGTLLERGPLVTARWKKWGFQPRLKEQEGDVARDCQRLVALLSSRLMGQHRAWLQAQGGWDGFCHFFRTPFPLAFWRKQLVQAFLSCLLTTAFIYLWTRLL
Starred values were filed as active, the others as inactive; ? = inconclusive; . = not tested or not shown. Rule as the data show it, unless noted: active = inhibition above about 40%. This is a random part of the collection. Share with any hit: about 1.1%.

SMILES	Bcl-XL Bim block	GSH fluor	ABCG2 block	RGS4-Gao reg	Bim-Bcl-2	RGS8-Gao	RGS7-Gao reg	Bim-Bcl-W	ABCB1 block	Bcl-B Bim block	Bim-Bfl-1
CCOC(=O)C1CCCN(C(=O)c2cnn3c(C(F)(F)F)cc(-c4ccccc4)nc23)C1 (stereo not given)	-12	34	5	101	-5	102	97	0	1.4	-5	-10
CCn1c(SCc2ccc(C#N)cc2)nnc1-c1ccc(S(=O)(=O)N2CCCCC2)cc1	-3	18	1	100	0	101	105	-3	0.2	-6	-1
O=C(Cn1cnc2ccccc21)N/N=C/c1ccccn1	-10	31	-1	94	2	100	103	0	-0.2	-1	-1
CCOc1ccc(-c2nnn(CC(=O)Nc3ccccc3OC)n2)cc1OCC	1	17	4	100	10	98	98	3	0.6	0	7
CCOC(=O)/C(C#N)=C1/SC(CC)C(=O)N1c1ccc(Br)cc1 (stereo not given)	-5	26	0	99	-4	101	100	-3	0.0	-6	0
COc1ccccc1-c1c(C)nn2c(N3CCCCCC3)cc(C)nc12	-4	22	3	102	-9	101	100	1	1.0	-11	-12
CC12CCC(C/C1=N/NC(=O)Nc1ccccc1)C2(C)C (stereo not given)	-4	70	3	93	-2	98	98	-2	-0.4	-4	0
O=C(NC1CCCCC1)C(c1ccc(O)c(O)c1)N(C(=O)Cn1nnc2ccccc21)c1cccc(O)c1 (stereo not given)	-3	24	0	100	-2	100	105	4	0.1	0	-6
CCOc1cc([C@@H]2C[C@H]3CN(c4ccccc4)C(=O)[C@]34CCCN24)ccc1OC	-1	15	2	100	-3	101	106	-2	0.8	-3	-6
Cn1c(-c2ccc(=O)[nH]c2)nc2ccccc21	0	12	4	98	-3	102	101	0	0.4	-2	-4
CC(C)Oc1ccc(C(=O)NCc2cccnc2)cc1	-1	36	1	98	-9	97	97	0	0.3	-9	-10
COc1ccc(C2CC2/C(=N/OC(=O)c2cccs2)c2ccccc2)cc1 (stereo not given)	-6	41	6	96	-8	95	98	1	0.8	-8	-12
O=C(CSc1oc(-c2ccc(F)cc2)nc1S(=O)(=O)c1ccccc1)NCC1CCCO1 (stereo not given)	-3	21	1	104	-13	105	101	-2	0.6	-9	-17
Cc1ccc(C(C#N)N2CCOCC2)cc1 (stereo not given)	-2	17	6	99	-1	91	96	-1	1.3	2	0
O=C(Cc1ccc(Cl)c(Cl)c1)Nc1ccccc1N1CCOCC1	-3	9	1	102	0	103	102	1	1.1	-1	-2
CCOc1ccc(S(=O)(=O)N2CCN(C(=O)c3sccc3C)CC2)cc1	-1	7	7	112	1	100	99	0	1.9	0	0
O=[n+]1cc(-c2ccccc2)n([O-])c2c1CCC2	-8	28	3	96	-12	101	100	-5	1.0	-11	-23
CCn1c(Cc2ccccc2)nnc1SCC(=O)Nc1cc(C)on1	-7	33	11	101	-5	103	100	-1	0.0	-3	-16
COc1ccc(NC(=O)C2=C(C)NC(=O)NC2c2cccs2)c(OC)c1 (stereo not given)	0	18	2	95	4	100	96	2	0.3	0	-5
CCN(C(=O)COC(=O)c1n[nH]c2ccccc12)C1CCS(=O)(=O)C1 (stereo not given)	-1	5	-3	100	-3	99	98	-2	0.0	-2	-1
CCCCNC(=O)c1cc2c(=O)n3cccc(C)c3nc2n(Cc2ccncc2)c1=N	-1	19	.	109	-2	125	104	0	.	-7	-6
COc1ccc(/C=N/NC(=O)c2cccnc2)cc1CN1CCCc2ccccc21	1	17	6	98	0	99	94	0	2.4	7	4
C=C(C)CN1CCN(S(=O)(=O)c2ccc(C)c(N(C)S(=O)(=O)c3ccc(C)cc3)c2C)CC1	-5	20	15	100	2	100	100	3	5.5	2	0
CCC(=O)N1CCc2cc(S(=O)(=O)N3CCc4ccccc4C3)ccc21	-3	28	5	85	-12	93	100	-4	2.0	-8	-7
Cc1cc(S(=O)(=O)NCc2ccco2)c(C)s1	0	18	3	109	0	98	105	2	0.3	2	0
COc1ccc(NC(=O)CN2CCN(c3ccccc3)CC2)cc1	0	15	-1	103	-2	99	103	-1	0.0	1	-6
Nc1nc(-c2cccnc2)nn1S(=O)(=O)c1ccccc1	-5	18	0	102	15	103	99	-4	-0.1	-3	-3
COc1cccc(/C=C/C(=O)OCC(=O)N2c3ccccc3NC(=O)C2(C)C)c1	-7	19	4	99	-8	98	91	-6	1.1	-9	-13
CNC(=O)C12CC3CC(CC(Cl)(C3)C1)C2	-4	11	5	97	-7	97	98	-2	0.0	-4	-9
Cc1ccccc1C(=O)NNC(=O)CCC(=O)Nc1cccc(Cl)c1C	-10	18	3	106	-13	102	102	-6	0.3	-11	-16
O=C(/C=C/c1ccc([N+](=O)[O-])cc1)NCc1cccnc1	1	39	1	104	-8	102	104	0	-0.4	-7	-4
O=C(Cn1cnc2ccccc2c1=O)N1CCc2ccccc2C1	0	11	2	93	-2	97	93	-1	0.8	-3	-6
CCOc1ccccc1-n1c(SCC(=O)N2CCCC2)nnc1-c1ccc(O)cc1	-8	32	-3	101	-7	105	100	-1	-0.1	-7	-13
Cc1ccccc1-n1nc(C)c2cc(C(=O)N3CCN(S(=O)(=O)c4ccc(F)cc4)CC3)sc21	0	21	3	101	0	101	98	1	2.4	4	-1
CC(=O)NC(CC(=O)N(C)Cc1c(F)cccc1Cl)c1ccccc1 (stereo not given)	-4	13	1	102	1	101	100	-3	-0.2	-2	-3
COC(=O)c1cc2sc(Cl)cc2n1Cc1nc(-c2cccc(C)c2)oc1C	1	24	1	99	0	100	102	3	-0.6	0	2
O=C(NCc1ccccc1)c1ccc(S(=O)(=O)N2CCCc3ccccc32)cc1	0	14	2	99	-2	100	98	0	1.5	-2	-3
COc1ccc(/C=C/C(=O)c2ccc(NS(=O)(=O)c3ccc(C)cc3)cc2)cc1O	-4	8	-12	97	0	99	98	0	-0.9	-1	1
Cc1sc2ncn(CC(=O)NCC(=O)N(C)C3CCCCC3)c(=O)c2c1C	5	42	2	104	-7	104	103	4	0.6	-5	-12
CC(C)Cc1nc(N2CCN(C(=O)C(C)C)CC2)c(C#N)c2c1CCC2	1	15	7	96	-2	90	97	-1	2.3	1	0
CCOC(=O)CSc1ccc2nnc(-c3cccs3)n2n1	1	11	-2	94	-2	93	92	0	-0.4	0	-2
Nc1c(C(=O)NC2CC2)sc2nc3c(c(-c4ccco4)c12)CC/C3=C/c1ccco1	29	3	0	77	43*	68	52	34	1.0	34	56*
Cc1nc2ccccn2c1C(=O)N/N=C/c1ccc(CNC(=O)C(=O)Nc2ccccc2)o1	-4	10	3	100	0	116	94	-3	-0.5	-2	4
O=C(Nc1ccc2nc(-c3ccccn3)c(-c3ccccn3)nc2c1)N1CCOCC1	-1	14	9	103	2	99	103	-2	1.9	-1	-4
COc1cccc(NC(=O)NCCCSC2CCCCC2)c1	-3	12	3	97	-5	99	98	-2	0.4	-4	0

Some entries already given, showing only Bim-Bcl-W and RGS4-Gao reg:
mol | Bim-Bcl-W | RGS4-Gao reg
CCN(C(=O)COC(=O)c1n[nH]c2ccccc12)C1CCS(=O)(=O)C1 (stereo not given) | -2 | 100
Nc1nc(-c2cccnc2)nn1S(=O)(=O)c1ccccc1 | -4 | 102

(listing goes on)
SMILES	Bcl-XL Bim block	GSH fluor	ABCG2 block	RGS4-Gao reg	Bim-Bcl-2	RGS8-Gao	RGS7-Gao reg	Bim-Bcl-W	ABCB1 block	Bcl-B Bim block	Bim-Bfl-1
C/C=C/C(=O)OCC(=O)Nc1cccc(Br)c1	-1	64	0	103	-3	100	96	-5	-0.1	-3	-10
Cc1ccc(C(=O)CSc2cc(C)nc(SCC(=O)c3ccccc3)n2)cc1	2	9	17	114	1	126	112	-1	2.8	3	2
COC(=O)C1CCN(C(c2ccc(OC)c(OC)c2)c2sc3nc(C)nn3c2O)CC1 (stereo not given)	-6	15	-1	101	-5	102	100	-1	0.0	-2	-12
CCOc1cc(C2C(C(=O)c3ccc(C)cc3)=C(C(=O)OC)Nc3nnnn32)ccc1O (stereo not given)	4	33	2	103	-7	99	102	2	1.1	-9	-11
CCOC(=O)c1c(C)[nH]c(C(=O)COC(=O)C(C)Oc2ccc(Cl)cc2Cl)c1C (stereo not given)	-7	11	9	102	-6	100	99	-1	0.7	-5	-4
O=[N+]([O-])c1ccc(N/N=C/c2sc(N3CCOCC3)nc2-c2ccccc2)c(S(=O)(=O)Nc2ccc(Cl)cc2)c1	-3	24	5	115	-2	101	139	0	20	1	4
O=c1[nH]nc(Cc2ccc(-c3ccccc3Cl)o2)c2ccccc12	4	60	1	97	-6	98	100	0	0.2	-4	-11
Cc1ccc(NC(=O)CCSCCC(=O)Nc2ccc(C)c(C)c2)cc1C	-4	13	1	98	-2	99	102	-3	0.2	0	0
CC(O)CNc1nc2ccccc2n1CC(=O)NCC(F)(F)F (stereo not given)	-1	7	0	95	-2	96	96	-3	0.1	0	-3
CCc1ccc(NC(=S)N2CCNC(=O)C2CC(=O)OC)cc1 (stereo not given)	-2	24	1	101	-3	101	102	-1	0.5	-5	-6
CCOC(=O)c1cc(-c2ccccc2)sc1NC(=O)c1cc(OC)c(OC)c(OC)c1	-5	9	8	103	-5	99	99	-1	.	-10	-5
CCn1cc(C2=NC(c3ccccc3)CO2)c2ccccc21 (stereo not given)	-5	14	8	101	0	103	99	-3	0.3	-5	-1
CN(C)c1nc(N)nc(CSc2n[nH]c(-c3ccccc3)n2)n1	-2	28	-2	103	-4	100	102	-4	-3.4	-10	-8
CC1CN(C(=O)c2ccccc2)C(=Nc2cccc(S(=O)(=O)N(C)C)c2)S1 (stereo not given)	-5	12	1	104	-3	109	109	-3	0.5	-6	0
COC(=O)c1ccccc1NC(=O)c1ccc(COc2ccccc2)o1	-16	28	2	101	-11	101	95	-2	0.2	-13	-13
NC1=NCC(O)=C1c1nc2ccccc2[nH]1	0	15	13	97	-1	98	?	3	0.0	0	-5

Screens deposited in PubChem by NMMLSC.
